# Bioassay records from PubChem BioAssay.
# Mtb RmlCD inh: M. tuberculosis RmlC/RmlD inhibition. RmlC+RmlD coupled enzyme assay, percent inhibition; primary screen in compound mixtures. inhibition, % at 3.6 µM. 160,000 tested, 0.03% active; in the data active = inhibition mostly above about 34%, no sharp cut-off; inconclusive = no clear call, values can overlap the other calls; inactive = mostly below about 22%; note: some results filed as inactive read as strong as hits
# Target sequence (P9WH09 whole entry, looked up): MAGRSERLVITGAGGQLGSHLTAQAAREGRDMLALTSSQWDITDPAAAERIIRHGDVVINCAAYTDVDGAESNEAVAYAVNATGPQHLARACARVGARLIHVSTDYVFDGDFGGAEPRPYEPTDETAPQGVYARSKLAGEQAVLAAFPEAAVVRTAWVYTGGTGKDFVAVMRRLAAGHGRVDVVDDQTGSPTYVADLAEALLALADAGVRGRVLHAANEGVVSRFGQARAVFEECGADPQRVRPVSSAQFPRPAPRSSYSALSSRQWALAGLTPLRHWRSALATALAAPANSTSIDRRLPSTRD
# Target sequence (P9WH11 whole entry, looked up): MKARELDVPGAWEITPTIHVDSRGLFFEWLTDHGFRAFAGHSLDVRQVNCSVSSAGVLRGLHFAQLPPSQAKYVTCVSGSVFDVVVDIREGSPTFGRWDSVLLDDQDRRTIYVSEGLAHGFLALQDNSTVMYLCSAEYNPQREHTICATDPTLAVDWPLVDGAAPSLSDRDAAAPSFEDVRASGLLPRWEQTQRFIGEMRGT
# M. tuberculosis GlmU: inhibition of mycobacterial GlmU enzyme – biochemical, glucosamine-1-phosphate acetyltransferase (AID 1376) | M. tuberculosis GlmU acetyltransferase enzyme assay; higher % means a stronger effect | inhibition, %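 (tested at 30 µM in the primary screen)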; hits with a dose series show IC50 in µM | 220,000 tested, 0.25% active; in the data active = inhibition above about 13%; inconclusive = no clear call, values can overlap the other calls;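 note: 0% = complete reaction with vehicle and 100% = reaction without substrate; strong numbers were not always called active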
# * hit, by the source's call; ? = inconclusive; / = no result given; & = joins results of further samples. Only part of the results is shown; the hit share may differ from the screen's.
SMILES,Mtb RmlCD inh,M. tuberculosis GlmU
C/C(CC(=O)NCc1ccco1)=N\NC(=O)C(c1ccccc1)c1ccccc1,12.2,-4.7%
CCOC(=O)c1c(NC(=O)CS(=O)(=O)c2cn(CC)c3ccccc23)sc2c1CCCCC2,/,2.0%
CCn1c(C(C)NC(=O)c2ccc(C)cc2)n[nH]c1=S (stereo not given),3.1,2.0%
N#C/C(=C\c1ccccc1)C(=O)NCCN1CCOCC1,1.3,-6.2%
CC(C)OCCCNC(=O)CN1C(=O)CC(C)(C)S(=O)(=O)c2ccccc21,/,8.5%
CCCCCC(=O)Nc1cc(N(C)C)nc2ccccc12,0.8,-4.2%
CCC(=O)Nc1ccccc1C(=O)OCC(=O)Nc1ccc(S(N)(=O)=O)cc1,4.8,0.1%
COc1ccc(C(=O)NCCc2cc3ccc(C)c(C)c3[nH]c2=O)cc1OC,11.7,2.7%
CCn1c(C)cc(/C=C2\NC(=O)N(Cc3ccc(Cl)cc3)C2=O)c1C,-7.9,1.6%
O=C(O)c1ccccc1C(=O)Nc1ccc(S(=O)(=O)NC2CCCCC2)cc1,-3.3,5.5%
CC1CC(c2ccccc2)n2nc(NC(=O)c3ccco3)nc2N1 (stereo not given),5.8,6.1%
CSc1ncc(CO)n1Cc1ccccc1,5.9,-3.0%
COc1cc(NC(=O)Cn2ccsc2=N)c(C)cc1[N+](=O)[O-],/,0.9%
NC(=O)CC1C(=O)N(c2ccc(F)cc2)C(=O)N1NC(=O)CCc1ccccc1 (stereo not given),5.0,-3.4%
Cc1ccc(S(=O)(=O)N(C)C)cc1NC(=O)C1CCCC1,9.7,-1.1%
N#C/C(=C1/CCCCCN1)c1nc2ccccc2s1,/,3.4%
O=C(NNC(=O)[C@@H]1CCCC[C@@H]1C(=O)O)c1cccs1,/,1.8%
O=C(/C=C/c1ccccc1)N1CCN(C(=O)c2ccco2)CC1,/,6.4%
Cc1cccc(N=Cc2cc3c(cc2[N+](=O)[O-])OCO3)c1,/,-5.4%
COc1ccc(-c2cc(C(=O)Nc3cnn(Cc4ccccc4C)c3)no2)cc1OC,13.4,0.4%
Cc1nn(C)c(C)c1CN(C)C(=O)c1nn2c(c1Br)NC(c1cccs1)CC2C(F)(F)F (stereo not given),-7.7,3.0%
CCCCN1CN(S(=O)(=O)c2cccs2)c2nc3ccccc3nc21,-2.6,-5.2%
CN1CCN(Cc2cccc(Oc3ccc(Cl)cc3)c2)CC1,/,2.8%
CCN1C(=O)/C(=C/c2ccc(C)s2)SC1=Nc1ccc(OC)cc1,-1.3,-2.8%
Cc1ccc(C(NC(=O)c2ccccc2)C(Cl)(Cl)Cl)cc1 (stereo not given),-7.0,-1.2%
# (more compounds)
SMILES,Mtb RmlCD inh,M. tuberculosis GlmU
Cc1[nH]n(-c2cccc(Cl)c2)c(=O)c1-c1ccc(Cl)cc1,-1.8,-2.6%
CCCCC(=Nc1ccc(N)cc1)C1=C(O)C(C(=O)OC)C(C)(C)CC1=O (stereo not given),-11.4,0.9%
COc1ccc(N2C(=O)CC(SCCc3nc4ccccc4[nH]3)C2=O)cc1 (stereo not given),10.3,5.1%
CC(=O)Nc1ccc(NC(=O)Cn2c(=O)n(-c3ccc(F)cc3)c(=O)c3oc4ccccc4c32)cc1,/,-1.1%
CCOC(=O)c1sc2nc(N3CCOCC3)c3c(c2c1N)CCCC3,0.5,0.6%
CC1CC(=O)N(C)c2cc([N+](=O)[O-])ccc2N1 (stereo not given),-8.9,1.9%
CC(NC(=O)COc1ccccc1)C(=O)NC1=NCCS1 (stereo not given),-13.5,2.9%
CSc1ccc(CNc2ccc(Cl)cc2)cc1,4.1,-8.8%
Cc1ccc(-c2csc(NC(=O)C3CC=CCC3C(=O)O)c2C(=O)OC(C)C)cc1 (stereo not given),0.8,/
Cc1oc2c(c1C(=O)Nc1ccc(C(=O)O)cc1)CCCC2,/,4.8%
CCN1C(=O)N[C@@H](c2cccs2)C(C(=O)OC)=C1C,/,1.4%
N/C(=N\OC(=O)CCCN1C(=O)c2ccccc2C1=O)c1ccc(Br)cc1,/,3.7%
CCc1nnc(NC(=O)C2c3ccccc3Oc3ccccc32)s1,4.1,6.7%
Cn1cccc1/C=N/n1c(-c2ccccc2)n[nH]c1=S,/,-3.7%
CCN(CC)S(=O)(=O)c1ccc2nc(SC)sc2c1,7.7,5.0%
O=C(N/N=C\c1ccc(O)c([N+](=O)[O-])c1)c1ccccc1-n1cccc1,-4.6,-2.4%
COc1ccccc1Nc1nc(N)nc(CN2CCc3ccccc3C2)n1,3.9,1.0%
CCCCOc1ccccc1N,-7.0,1.6%
COC(=O)c1oc2ccccc2c1N,6.2,4.3%
CCOC(=O)c1ccc(NC(=O)c2nc[nH]c2C(=O)N[C@@H](CC(C)C)C(=O)OCc2ccccc2)cc1,/,1.1%
C=CCn1c(=O)/c(=C/c2ccc(O)cc2)s/c1=C(/C#N)c1nnc2n1CCCCC2,/,5.3%
Cc1cc(C)nc(N/N=C/c2cc3c(cc2[N+](=O)[O-])OCO3)n1,2.3,-5.7%
CCOC(=O)c1sc(N(Cc2ccccc2)C(=O)CSc2nnc(C3CC3)n2N)nc1C,8.5,3.7%
COc1ccc(C(=O)OC2CCN(c3ncc(C(F)(F)F)cc3Cl)CC2)cc1,-4.5,5.3%
CC1Cc2ccccc2N1C(=O)CSc1nc(-c2ccco2)cc(C(F)(F)F)n1 (stereo not given),-8.6,0.6%
# Further compounds.
SMILES,Mtb RmlCD inh,M. tuberculosis GlmU
COc1ccc2cc3c(N)nn(C(=O)c4cccc([N+](=O)[O-])c4)c3nc2c1,/,5.1%
FC(F)Oc1ccc(NC(=S)NCc2ccco2)cc1Cl,47.3,-2.3%
CCOC(=O)C1=C(C)NC(C)=C(C(=O)OCC)C1C(=O)OCC(=O)N(C)C1CCS(=O)(=O)C1 (stereo not given),2.1,0.1%
C/C(=N\OCC(=O)Nc1ccc2c(c1)OCCO2)c1ccc2c(c1)OCCO2,11.3,-1.7%
COc1ccc(OC)c(NP(=O)(Oc2ccc(Cl)cc2)Oc2ccc(Cl)cc2)c1,11.0,2.5%
CCCS(=O)(=O)N1CCN(S(=O)(=O)c2ccccc2)CC1,12.1,7.5%
O=C(CSc1cccs1)Nc1cccc2ccccc12,-11.2,2.0%
CCCCc1ccc(N2C(=O)[C@@H]3C(CC(N)=O)NC4(C(=O)Nc5ccc(F)cc54)[C@@H]3C2=O)cc1 (stereo not given in full),/,0.8%
COc1ccc(N2C(=O)CC(Nc3ccc(N4CCOCC4)cc3)C2=O)c(OC)c1 (stereo not given),8.1,-1.0%
Cc1cc2c(c(=O)o1)C(c1cccs1)C(C#N)=C(N)O2 (stereo not given),3.1,6.6%
O=c1[nH]c(NC2CCCCC2)nnc1Cc1ccccc1,9.0,-4.8%
COc1ccccc1-n1c(CNC(=O)c2ccc(S(=O)(=O)N3CCOCC3)cc2)n[nH]c1=S,-6.5,2.6%&-0.6%
CCc1ccc(OCC(=O)N(CC)CC)cc1,3.5,-1.4%
O=C(CCCSc1nc2sc3c(c2c(=O)[nH]1)CCC3)NCCO,9.4,-2.9%
COc1ccc(NC(=O)Cn2c(C(C)C)nc(C)cc2=O)cc1Cl,/,-7.2%
CC1(C)CC(=O)C2=C(C1)N(CCN1CCOCC1)C1=C(C(=O)CC(C)(C)C1)C2c1cccc(F)c1,/,0.2%
Cc1cc(NC(=O)CSc2nnc(-c3ccncc3)n2Cc2ccccc2)n(-c2ccccc2)n1,-5.7,1.3%
O=C(Cn1cnc2c(nnn2Cc2ccc(F)cc2)c1=O)NC1CCCC1,-11.7,9.3%
Cc1cc(NC(=O)COC(=O)c2cccc(OCc3ccccc3)c2)no1,9.2,-2.1%
Cc1ccc(C(=O)NCCSCc2ccc(Cl)cc2Cl)cc1[N+](=O)[O-],/,-0.6%
O=C(NCc1ccco1)C(=O)NCC1OCCN1S(=O)(=O)c1ccc(Br)cc1 (stereo not given),0.9,/
CCOC(=O)C1CCCN(Cc2ccc(O)c(OC)c2)C1 (stereo not given),-3.6,-0.8%
Cc1ccc([N+](=O)[O-])cc1NC(=S)NC(=O)c1cccs1,-4.4,4.6%
Cc1cccc(OCC(=O)Nc2ccc3c4c(cccc24)CC3)c1C,/,0.8%
NS(=O)(=O)c1ccc(CCNC(=O)CSCc2ccccc2)cc1,4.7,2.3%

# Shown field by field: part of the list above.
COc1ccccc1-n1c(CNC(=O)c2ccc(S(=O)(=O)N3CCOCC3)cc2)n[nH]c1=S
  Mtb RmlCD inh: -6.5
  M. tuberculosis GlmU: 2.6%&-0.6%
O=C(Cn1cnc2c(nnn2Cc2ccc(F)cc2)c1=O)NC1CCCC1
  Mtb RmlCD inh: -11.7
  M. tuberculosis GlmU: 9.3%
O=C(CCCSc1nc2sc3c(c2c(=O)[nH]1)CCC3)NCCO
  Mtb RmlCD inh: 9.4
  M. tuberculosis GlmU: -2.9%
Cc1cc(NC(=O)CSc2nnc(-c3ccncc3)n2Cc2ccccc2)n(-c2ccccc2)n1
  Mtb RmlCD inh: -5.7
  M. tuberculosis GlmU: 1.3%

# Shown with values under each structure: part of the list above
# Values run as follows: Mtb RmlCD inh, M. tuberculosis GlmU
> C/C(CC(=O)NCc1ccco1)=N\NC(=O)C(c1ccccc1)c1ccccc1
    12.2, -4.7%
> O=C(CSc1cccs1)Nc1cccc2ccccc12
    -11.2, 2.0%
> Cc1ccc(-c2csc(NC(=O)C3CC=CCC3C(=O)O)c2C(=O)OC(C)C)cc1 (stereo not given)
    0.8, /

# Other compounds follow:
SMILES,Mtb RmlCD inh,M. tuberculosis GlmU
Cc1ccccc1NC(=O)CCC(=O)OCCCC(F)(F)C(F)(F)F,/,-0.6%
O=C1COc2ccc(C(=O)COC(=O)COc3ccccc3[N+](=O)[O-])cc2N1,10.6,-1.0%
COc1c(NC(C)=O)c2ccccc2c2ccccc12,-10.1,0.5%
Cn1c(=NC(=O)C2CCN(S(=O)(=O)c3cccs3)CC2)sc2ccccc21,-10.7,1.9%
CC(=O)Nc1sc(N/N=C/c2ccccc2)nc1-c1ccc(C)cc1,2.3,1.1%
COc1cccc(NC(=O)CSc2nc(N)cc(N)n2)c1,25.2,3.4%
CC(C)CN(CC(C)C)S(=O)(=O)N1CCC(C(=O)NCc2ccccn2)CC1,-4.5,-1.5%
O=C(NNC1=NCCCCC1)Nc1cccc(Cl)c1,8.6,2.1%
Cc1ccc(NC(=S)N(CCN2CCOCC2)Cc2ccccc2F)cc1,-1.8,-0.2%
COc1ccc(/C=C2\CCc3ccccc3C2=O)c(OC)c1OC,4.2,6.6%
CN(C)C(CNC(=O)c1oc2ccccc2c1CSc1ncn[nH]1)c1ccco1 (stereo not given),/,-5.9%
COC(=O)C12CCC(C)(c3nc4ccccc4nc31)C2(C)C (stereo not given),-11.6,-4.7%
O=C(COc1ccccc1)Nc1ccc(S(=O)(=O)N2CCCC2)cc1,-2.4,1.0%
N=c1n(CCN2CCCCC2)c2ccccc2n1CC(O)c1ccc(Cl)c(Cl)c1 (stereo not given),/,-7.5%
CC1CCC(NC(=O)C2c3ccccc3C(=O)N2CCCN2CCOCC2)CC1 (stereo not given),/,2.1%
O=C(/C=C/c1cn(CC(O)CN2CCOCC2)c2ccccc12)c1cccs1 (stereo not given),10.2,-1.7%
COCCCn1c(C)cc(C(=O)COC(=O)CCc2nc3ccccc3c(=O)[nH]2)c1C,-6.0,1.8%
COc1cc(C(=O)Nc2cc(C)ccn2)cc(OC)c1OC,/,-0.1%
COc1ccc(/C=C2/SC(=O)N(CC(=O)NCCC(C)C)C2=O)cc1OC,/,-3.6%
O=C(CSc1ncccn1)NCc1ccccc1,7.0,8.4%
CC1(C)CC(=O)C2=C(C1)Oc1ncn(CCCn3ccnc3)c(=N)c1C2c1ccccc1 (stereo not given),3.4,2.5%
Cc1nn(-c2ccccc2)c2c1C(c1cccnc1)N1C=C(S(=O)(=O)N3CCCCC3)C=CC1=N2 (stereo not given),-0.1,5.0%
COc1ccc(C2C(C(=O)c3cccs3)=C(O)C(=O)N2c2cccc(C)n2)cc1OC (stereo not given),/,1.2%
Cc1n[nH]c(C)c1C(=O)CC1(O)C(=O)N(Cc2ccccc2)c2ccc(Br)cc21 (stereo not given),-1.0,-0.3%
Cc1ccc(S(=O)(=O)N(CC(=O)Nc2ccccc2-c2ccccc2)c2ccc(C)cc2C)cc1,-8.8,3.4%

# Entries of single compounds as entered above. Screens in order: Mtb RmlCD inh	M. tuberculosis GlmU
# CC(C)CN(CC(C)C)S(=O)(=O)N1CCC(C(=O)NCc2ccccn2)CC1 as listed: -4.5	-1.5%
# COc1ccc(/C=C2\CCc3ccccc3C2=O)c(OC)c1OC as listed: 4.2	6.6%
# COc1cccc(NC(=O)CSc2nc(N)cc(N)n2)c1 as listed: 25.2	3.4%

# (list continues)
SMILES,Mtb RmlCD inh,M. tuberculosis GlmU
Cc1ccc(-n2nc(C)c3c2OC(N)=C(C#N)C3c2ccc(F)cc2)cc1 (stereo not given),5.1,0.1%
COc1ccc(C(=O)CC2OC(=O)c3ccccc32)cc1OC (stereo not given),/,-2.0%
COC(=O)[C@H](C)NC(=O)NC(C)CCc1ccccc1 (stereo not given in full),-10.5,3.1%
Cc1cc(N)n2nc(-c3ccccc3)cc2n1,9.2,3.3%
COc1ccc(C2SCC(C(=O)NCc3ccc(F)cc3)N2C(C)=O)cc1 (stereo not given),-6.4,1.9%
CCOC(=O)c1ccc(NC(=O)c2nc[nH]c2C(=O)NCc2ccccc2)cc1,-16.1,?
CC(C)(CNC(=O)COc1ccccc1Cc1ccccc1)N1CCOCC1,/,2.4%
O=C(CSc1ccccn1)Nc1ccc(Br)cn1,/,1.4%
COc1ccccc1COC(=O)N/C=C/c1ccco1,-3.4,-2.4%
O=C1c2ccccc2-c2nc3ncnn3c(-c3ccccc3Cl)c21,6.1,3.8%
